Cardiac RTF inh: cardiac RTF calcium desensitization; P19429+P45379; AID 493244; IANBD-labeled cardiac RTF, Ca2+ fluorescence; hit rate 0.12% among 340,000; inhibition, % at 7.15 µM;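 active = inhibition above the mean inhibition of all tested compounds plus 3 SD, cut at about 17% in these data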;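 note: assay run at fixed EC70 calcium of 1.6 mM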
LANA DNA inh: blocks KSHV LANA C-terminal domain binding to DNA; inhibition, % at 9 µM; AID 504423; hit rate 0.078% among 340,000; MBP-C-LANA/FAM-LBS DNA binding, fluorescence polarization;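 active = highest replicate inhibition at or above 60% at 9 µM, even if other replicates fall short; inactive = all replicates below 60% inhibition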;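 note: 0% = neutral control wells and 100% = 4 µM acridine orange control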
CAL PDZ FP-1: inhibitors of human CAL PDZ peptide binding; inhibition, % at 24.9 µM; AID 602252; hit rate 0.92% among 300,000; purified CAL PDZ, TMR-peptide fluorescence polarization, 1 h;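 active = mean inhibition of at least 30% with at least half of replicates also reaching 30%; inconclusive = no clear call, values can overlap the other calls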;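 note: 0% = DMSO neutral control and 100% = excess unlabeled competitor peptide PRC23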
PKA-R2B activ: activators of human PKA-R2B complex; P22694+P31323; PKA-R2B holoenzyme dissociation, Cy5-IP20 fluorescence polarization; R2B truncated from residue 108, S112A mutant; 0% DMSO only, 100% 113 µM cGMP; activation, % at 11.4 µM; hit rate 0.079% among 340,000; AID 504700;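 active = activation above a cutoff set at the mean over all compounds plus 3 SD, cut at about 18% in these data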;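 note: higher means more holoenzyme dissociation and a rise in polarization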
Target sequence (P31323 whole entry, looked up, other chains not shown, the tested form may be a part): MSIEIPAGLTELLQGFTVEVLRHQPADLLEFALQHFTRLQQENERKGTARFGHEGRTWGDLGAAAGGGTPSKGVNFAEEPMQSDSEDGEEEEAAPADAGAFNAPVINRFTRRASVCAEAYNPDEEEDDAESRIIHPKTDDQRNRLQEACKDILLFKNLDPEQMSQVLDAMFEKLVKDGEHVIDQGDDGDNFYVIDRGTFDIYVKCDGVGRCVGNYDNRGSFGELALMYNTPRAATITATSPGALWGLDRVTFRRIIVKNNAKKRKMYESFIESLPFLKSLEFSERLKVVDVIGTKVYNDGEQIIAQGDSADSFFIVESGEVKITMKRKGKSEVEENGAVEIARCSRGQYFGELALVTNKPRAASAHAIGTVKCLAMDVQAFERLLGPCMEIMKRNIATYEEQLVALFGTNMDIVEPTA
Keap1-Nrf2 PPI: disrupts human Keap1 binding to Nrf2 peptide; inhibition, % at 9.4 µM; Keap1 Kelch-Nrf2 peptide fluorescence polarization, 1536-well; Q14145; hit rate 0.15% among 340,000; in the data active = inhibition above about 12%; inconclusive = no clear call, values can overlap the other calls; inactive = below about 7.3%;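 note: human Keap1 Kelch domain with fluorescein labeled Nrf2 9mer peptide probe; 0% = neutral control wells and 100% = peptide positive control; higher means more block of Keap1 binding to Nrf2 peptide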
CAL PDZ FP-2: human CAL PDZ-peptide interaction inhibition; AID 504414; inhibition, % at 20 µM; hit rate 0.02% among 330,000; purified CAL PDZ, TMR-peptide fluorescence polarization, 1 h;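 active = highest replicate inhibition of at least 40%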;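 note: plate controls were DMSO neutral control wells for no effect and unlabeled competitor peptide control wells for full effect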
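material = purified tagged CAL PDZ domain construct (CerCALP) | compound dosing = 20 µM, one dose | times = 1 h at RT | measured by = fluorescence polarization from S- and P-plane intensities, G-factor corrected | read-out = inhibition from polarization loss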
Rtt109 Vps75: blocks Candida albicans Rtt109/Vps75 acetyltransferase activity; Q5AAJ8; purified Rtt109/Vps75, ThioGlo CoA-SH fluorescence, 4 h; inhibition, % at 34.9 µM; hit rate 0.16% among 330,000; AID 540336;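 active = inhibition of at least 50% in every replicate; inconclusive = best replicate reaches 50% inhibition but some replicates fall short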
SR-BI DiI-HDL act: SR-BI HDL lipid transfer activation. activation, % at 12.5 µM. hit rate 0.096% among 320,000. AID 504775. CHO ldlA[mSR-BI] cells, DiI-HDL uptake fluorescence, 3 h; 100 = double the neutral-control signal;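 active = mean replicate activation of at least 60% and every replicate at or above 60%; inconclusive = mean or all-replicate condition met, but not both; inactive = mean below 60% and not all replicates reaching 60%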;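 note: 0% = median plate neutral-control signal and 100% = twice that signal; values of inactives mirror those of a sister screen read the other way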
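Assay system: CHO ldlA[mSR-BI] cells, LDL receptor-null, SR-BI overexpressing; medium: Ham's F12 with 0.5% BSA, HEPES 25 mM, pH 7.4; also added: DiI-HDL 10 µg/mL; timing: 3 h uptake period with compound, 37 °C; signal: DiI fluorescence, bottom read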
DAGLB inhibitor: diacylglycerol lipase beta (human) inhibition; HEK293T DAGLB membrane lysate, EnzChek fluorogenic substrate; inhibition, % at 5.17 µM; hit rate 0.059% among 340,000; AID 504411; in the data active = inhibition above about 34%;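 note: 0% = enzyme with vehicle and 100% = wells lacking enzyme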
Target sequence (Q8NCG7 whole entry, looked up): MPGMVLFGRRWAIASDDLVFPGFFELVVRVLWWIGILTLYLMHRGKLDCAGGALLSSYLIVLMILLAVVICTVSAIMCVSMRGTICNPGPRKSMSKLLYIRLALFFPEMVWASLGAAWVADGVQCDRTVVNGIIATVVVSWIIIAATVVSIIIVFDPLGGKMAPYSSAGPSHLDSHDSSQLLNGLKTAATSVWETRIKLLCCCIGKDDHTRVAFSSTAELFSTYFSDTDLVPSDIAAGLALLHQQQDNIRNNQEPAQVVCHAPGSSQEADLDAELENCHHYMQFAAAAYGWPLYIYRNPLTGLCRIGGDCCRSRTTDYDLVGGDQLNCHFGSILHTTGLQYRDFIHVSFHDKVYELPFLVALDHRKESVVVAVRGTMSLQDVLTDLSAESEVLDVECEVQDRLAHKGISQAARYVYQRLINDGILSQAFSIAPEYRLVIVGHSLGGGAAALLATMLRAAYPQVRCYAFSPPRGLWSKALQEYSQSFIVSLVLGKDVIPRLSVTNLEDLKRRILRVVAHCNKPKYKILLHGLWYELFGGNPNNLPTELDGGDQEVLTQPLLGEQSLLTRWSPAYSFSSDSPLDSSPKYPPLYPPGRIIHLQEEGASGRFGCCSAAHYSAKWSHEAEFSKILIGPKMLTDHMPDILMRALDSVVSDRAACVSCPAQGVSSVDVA
cardiac RTF act: cardiac RTF calcium sensitization; hit rate 0.24% among 340,000; P19429+P45379; IANBD-labeled TnC RTF fluorescence at EC20 calcium; 0% EC20 calcium, 100% full calcium; activation, % at 7.2 µM;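 active = activation above the mean over all tested compounds plus 3 SD, cut at about 30% in these data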;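 note: rise in fluorescence read as greater calcium sensitivity of cardiac thin filaments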
* hit, by the source's call; ? = inconclusive; nt = no result given.

SMILES	Cardiac RTF inh	LANA DNA inh	CAL PDZ FP-1	PKA-R2B activ	Keap1-Nrf2 PPI	CAL PDZ FP-2	Rtt109 Vps75	SR-BI DiI-HDL act	DAGLB inhibitor	cardiac RTF act
Cc1ccc2c(CC(=O)O)coc2c1C	-1	-1.3	nt	-10	-6	-0.8	-6	24	-3	-1
COc1ccc(S(=O)(=O)Nc2ccc(S(=O)(=O)N3CCCCC3)cc2)cc1	-2	2.0	-15	6	-7	-1.4	6	?	0	-6
COc1ccc(OCC(=O)Nc2c3c(nn2C(C)(C)C)CSC3)cc1	-6	4.0	-1	0	-2	0.1	1	-8	-1	3
Cc1ccc(C(=O)N/C(=C/c2ccc(-c3cccc([N+](=O)[O-])c3)o2)C(=O)NCCCN(C)C)cc1	2	-2.2	-4	0	-8	0.0	5	0	2	3
Cc1ccc(NC(=O)CCCN2C(=O)NC(C)(C)C2=O)cc1	2	0.9	2	-14	3	-0.5	8	30	-1	-2
COc1ccc(C(=O)N(Cc2ccccc2)c2ccc(C)cc2)cc1S(=O)(=O)N1CCOCC1	-7	-1.5	-6	0	-10	-1.4	-2	0	0	-3
Cc1nn(S(=O)(=O)c2ccccc2)c(C)c1S(=O)(=O)N1CCOCC1	7	0.5	-1	-5	0	-1.2	14	3	2	0
Cc1cc(O)c(-c2cc(C(=O)Nc3sc4c(c3C(=O)NCc3ccco3)CCC4)[nH]n2)cc1C	-3	0.9	-8	-2	-3	-1.4	-2	nt	4	-1
Cc1cccc(C(CC(=O)N2CCCC2)c2ccccc2)c1O (stereo unspecified)	1	-1.1	-3	3	2	-0.4	1	nt	-3	0
O=C1CSC(c2cn(-c3ccccc3)nc2-c2cccs2)N1CC1CCCO1 (stereo unspecified)	-6	0.6	-3	-16	-3	-0.4	-9	-15	2	1
Cc1ccc(-c2noc(CN3CCCCC3)n2)cc1	1	0.1	-3	1	-1	0.0	15	2	-6	0
COc1ccc2c(c1)N(C)/C(=C/c1cccc[n+]1C)S2	-7	-5.9	1	-7	-2	1.0	-11	17	-4	-3
COc1cccc(N2CCN(C3C4CC5CC(C4)CC3C5)CC2)c1 (stereo unspecified)	5	-2.3	-2	-9	-8	-1.3	2	6	-9	7
O=C(NCC1CCCO1)C1CCCN1C(=O)Nc1ccc(Cl)cc1 (stereo unspecified)	2	-1.3	-1	-5	-2	-0.8	-10	4	0	-4
COc1ccccc1NC(=O)N(Cc1ccccc1)C1=NCC(C)S1 (stereo unspecified)	-7	0.3	-2	-15	1	0.0	1	-12	0	-1
O=C(Cn1cnc2nc3n(c2c1=O)CCC3)NCc1ccccc1	-4	0.7	-5	0	-4	-1.9	-5	3	3	-1
CCN(CC)C(=O)c1sc2nc(-c3cccs3)cc(-c3cccs3)c2c1N	-7	-0.4	-1	-8	-1	-0.1	-3	nt	-3	1
COc1cc2c(cc1OC)CN(CC(=O)NC(=O)NC(C)(C)C)CC2	-7	-0.5	-6	-8	-2	-0.3	-28	15	1	1
O=C(Nc1ccccc1)ON=C1CCCC1	6	0.6	1	-1	5	-2.4	-3	25	2	-2
O=C(O)/C=C/c1cn(Cc2ccccc2)nc1-c1ccccc1	-7	-0.7	0	5	-2	-0.7	7	23	-2	4
CNC(=O)C(=O)NCCN1CCN(C(=O)c2ccc([N+](=O)[O-])cc2)CC1	-4	2.1	-2	-1	-5	-0.4	-3	7	2	2
O=C(NCc1cccc(C(F)(F)F)c1)c1ccc(=O)[nH]c1	7	-1.8	-3	-9	0	-2.9	4	nt	-2	-4
O=C(Cn1c(=O)c2cccn2c2ccccc21)Nc1ccc(F)cc1F	-12	2.4	-8	-1	1	-2.3	-22	6	2	5
CCN1CCN(CC(O)COc2ccc(C(C)=O)cc2)CC1 (stereo unspecified)	-3	-0.4	-3	-3	-1	-0.3	-6	-4	-2	1
Cc1ccc(-c2nnn(CC(=O)N3CCCc4ccccc43)n2)cc1	-15	0.4	-3	-1	-7	-1.4	4	-2	-2	-4
COc1ccccc1C(C#N)c1cccc(Cl)n1 (stereo unspecified)	1	-0.6	-6	-7	-1	-0.5	-6	-18	0	-9
Cc1cc(C(C)(C)C)ccc1Oc1cccc2c1S(=O)(=O)N(C1CCCC1)CC(COCc1ccccc1)O2 (stereo unspecified)	-2	2.3	3	-8	1	-0.1	3	5	-1	-4
COc1ccc(CNC(=O)CN(Cc2ccc(C)cc2)S(=O)(=O)c2ccc(Cl)cc2)cc1	-2	0.7	1	-5	-1	-1.3	-14	-5	-10	-2
O=C(Nc1ccc(N2CCN(C(=O)c3ccc(Cl)cc3)CC2)cc1)c1cccnc1	-1	0.0	-3	-8	-3	0.2	-28	0	-1	-2
CCN1CCN(c2ncnc3sc(C)c(-c4ccccc4)c23)CC1	-4	0.7	-6	3	1	0.0	-12	nt	-1	-3
OC(CNC1CCCCC1)CNC1CCCCC1	1	0.9	0	3	-6	-1.4	-1	33	1	-1
CC(=O)Nc1ccc(NC(=O)CSc2nc(=O)n3cccc(C)c3n2)cc1	3	-0.5	-3	-8	-2	-2.3	6	-7	-4	-7
Cc1ccc(N(CC(=O)NCCSCc2ccco2)S(C)(=O)=O)cc1	1	1.7	-5	-14	-4	-2.4	nt	14	-1	-4
Cc1ccc2c(c1)N(CC(=O)NC1CCCC(C)C1C)C(=O)c1cccnc1O2 (stereo unspecified)	-6	-0.7	1	8	-5	0.1	1	-14	0	-2
O=C(NNc1ccc(C(F)(F)F)cc1[N+](=O)[O-])c1ccc(NS(=O)(=O)c2ccc(F)cc2)cc1	-7	-1.2	nt	4	?	-0.4	9	-44	20	-3
CCNc1nc(N)nc(-c2cc(Cl)ccc2O)n1	-5	1.2	-2	-7	-1	-3.6	14	-13	1	-4
Nc1c2c(=O)oc(-c3ccccc3)cc2nn1-c1ccccc1	5	0.3	6	-10	0	-1.8	5	-23	-7	3
Cc1c(NC(=O)C(C)OC(=O)/C=C/c2ccccc2)c(=O)n(-c2ccccc2)n1C (stereo unspecified)	1	0.0	nt	6	-2	-0.6	-9	5	-1	0
COc1ccc(CCN(C)C2CCCN(S(=O)(=O)c3ccccc3F)C2)cc1OC (stereo unspecified)	-5	-0.1	-7	5	-2	1.9	-10	18	1	2
COc1ccc(N/N=C(\C=N\O)C(=O)c2ccc(OC)cc2)cc1	-5	5.6	-1	7	3	0.7	-8	-19	4	-2

Some of these compounds in order of their number in LANA DNA inh, ascending.
Molecule	LANA DNA inh	CAL PDZ FP-1	PKA-R2B activ	Keap1-Nrf2 PPI	CAL PDZ FP-2	Rtt109 Vps75	SR-BI DiI-HDL act	DAGLB inhibitor
O=C(NNc1ccc(C(F)(F)F)cc1[N+](=O)[O-])c1ccc(NS(=O)(=O)c2ccc(F)cc2)cc1	-1.2	nt	4	?	-0.4	9	-44	20
COc1ccc(CCN(C)C2CCCN(S(=O)(=O)c3ccccc3F)C2)cc1OC (stereo unspecified)	-0.1	-7	5	-2	1.9	-10	18	1
COc1ccc(N/N=C(\C=N\O)C(=O)c2ccc(OC)cc2)cc1	5.6	-1	7	3	0.7	-8	-19	4

Later entries:
SMILES	Cardiac RTF inh	LANA DNA inh	CAL PDZ FP-1	PKA-R2B activ	Keap1-Nrf2 PPI	CAL PDZ FP-2	Rtt109 Vps75	SR-BI DiI-HDL act	DAGLB inhibitor	cardiac RTF act
Cc1cc(C)c(S(=O)(=O)/N=C2/C=C(Sc3ncn[nH]3)C(=O)c3ccccc32)cc1C	-4	2.0	0	7	-12	39	1	27	1	-7
O=C1c2ccccc2C(Nc2cccnc2)N1Cc1ccccc1 (stereo unspecified)	-3	0.2	0	0	-3	0.0	-27	2	0	0
C=CCn1c(CNC(=O)c2ccco2)nnc1SCC(=O)c1ccc(F)cc1	-11	-0.8	-1	8	-3	-0.7	4	nt	-2	-2
CCOc1ccccc1N1CCN(C(=O)c2ccc3[nH]c(C)c(C)c3c2)CC1	-7	-1.8	2	-4	-1	-2.3	?	-31	3	-1
Cc1cc(NC(=O)/C(C#N)=C\c2ccc(-c3ccc(SC(F)F)cc3)o2)n(-c2ccccc2)n1	-30	9.5	-1	-3	-6	-0.6	-6	-68	1	19
O=C(COC(=O)c1nc(Cl)ccc1Cl)NC1CCS(=O)(=O)C1 (stereo unspecified)	9	0.0	0	0	0	-1.1	2	30	-1	-1
Nc1cccnc1Oc1ccccc1F	-6	0.5	-6	-1	-6	0.4	8	?	0	4
N#Cc1c(N2CCCCC2)nc(N)c2c(N)nc3c(c12)CC(c1ccccc1)O3 (stereo unspecified)	-3	-3.1	-2	-7	-1	-0.2	-6	-28	-2	-5
O=C(NC1CCCCC1)C(c1cccnc1)N(C(=O)c1csnn1)c1ccccc1F (stereo unspecified)	5	-0.4	-5	0	1	-2.1	0	nt	2	-3
Nc1nnn(CC(=O)N/N=C/c2ccco2)n1	0	1.2	-6	-3	3	-1.5	-6	16	2	0
OCCN1CCN(C(=S)Nc2ccc(Oc3ccccc3)cc2)CC1	-2	0.4	-3	7	5	-1.6	1	13	0	-9
CC(C)c1ccc(S(=O)(=O)Nc2ccc3c(c2)OCO3)cc1	2	2.8	-3	12	-3	0.5	21	6	-8	-4
O=C(Cc1cc(=O)oc2cc(O)ccc12)N[C@@H](Cc1c[nH]c2ccccc12)C(=O)O	-3	nt	3	3	0	-1.6	1	26	2	-4
CC(C)(C)NCC(O)COc1c(F)cc(Br)cc1F (stereo unspecified)	-1	0.1	3	-5	3	-0.3	-10	18	0	-1
O=[N+]([O-])c1cccc(CN2CCN(Cc3ccco3)CC2)c1	-1	0.4	nt	0	-3	0.6	3	26	-5	2
CN1CCN(CCCNC(=O)CCN2C(=O)COc3ccccc32)CC1	-1	0.6	0	7	3	-2.2	-3	1	-1	-1
OCCCN1c2ccccc2Nc2nnc(-c3ccccc3)cc21	-12	-4.1	-4	0	-1	-4.2	15	-18	-3	6
NC(=O)c1nsc(C(=O)N(Cc2ccc(F)cc2)C(C(=O)NCC2CCCO2)c2ccc(O)cc2)c1N (stereo unspecified)	-12	-0.9	-5	1	1	-0.6	-2	nt	1	-2
CCOC(=O)c1nnn(-c2ccc([N+](=O)[O-])cc2)c1C	-4	-0.6	-3	1	-4	-0.2	-4	1	0	0
CC(NC(=O)c1ccco1)C1COc2ccccc2O1 (stereo unspecified)	-7	2.1	-4	-6	-6	-0.8	4	17	1	-1
O=C1CSC(=S)N1/N=C/c1cc(Br)c(O)c(Br)c1	-120	-22	59*	-12	-263	-10	11	-8	-25	56*
Cc1ccc(CN(C)C(=O)c2ccc(S(=O)(=O)N(C)c3ccccc3)cc2)o1	-3	0.1	nt	-7	0	0.2	-4	-11	-1	-6
CCCCC1(C)NC(=O)N(CC(=O)N2CCc3ccccc32)C1=O (stereo unspecified)	3	-1.6	-5	3	-4	-0.2	1	0	0	2

Screening results: PubChem BioAssay, several laboratories
